# Bioassay records from PubChem BioAssay.
# CHO-K1 Ca PAM: M1 PAM counterscreen hit in parental CHO-K1 cells | ATP EC20, Fluo-8 calcium fluorescence; 0% at ATP EC20, 100% at ATP max | activation, % at 3 µM | AID 602247 | 360,000 compounds, 0.02% hits;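 active = activation above the run cutoff, the mean activation of all test compounds plus 3 SD, cut at about 40% in these data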;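 also: peak over basal fluorescence ratio in a 140 s read after ATP addition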
# M5 antag: blocks acetylcholine activation of human M5 receptor. CHO-hM5 cells, Fluo-8 calcium fluorescence, ACh EC80. inhibition, % at 3 µM. P08912. 360,000 compounds, 0.59% hits. AID 624040;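 active = inhibition above a per-plate cutoff, the mean of that plate's test compounds plus 3 SD, cut at about 27% in these data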;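 also: 0% = acetylcholine EC80 with DMSO and 100% = DMSO without agonist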
# Target sequence (P08912 whole entry, looked up): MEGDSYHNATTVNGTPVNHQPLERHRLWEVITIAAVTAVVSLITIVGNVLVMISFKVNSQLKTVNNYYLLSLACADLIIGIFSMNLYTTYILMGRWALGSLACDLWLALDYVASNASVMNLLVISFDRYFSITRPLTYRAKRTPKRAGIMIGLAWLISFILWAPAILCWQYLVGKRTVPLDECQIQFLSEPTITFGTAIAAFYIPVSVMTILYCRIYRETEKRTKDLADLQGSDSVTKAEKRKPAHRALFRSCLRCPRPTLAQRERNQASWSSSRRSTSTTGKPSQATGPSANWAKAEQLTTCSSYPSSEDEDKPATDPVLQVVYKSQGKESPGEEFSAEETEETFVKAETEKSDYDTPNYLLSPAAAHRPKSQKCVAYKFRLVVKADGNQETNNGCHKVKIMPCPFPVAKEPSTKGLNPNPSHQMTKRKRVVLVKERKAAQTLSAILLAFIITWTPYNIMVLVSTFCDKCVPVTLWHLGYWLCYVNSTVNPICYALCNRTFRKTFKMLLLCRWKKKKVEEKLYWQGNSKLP
# M4 PAM: positive allosteric modulators of human muscarinic M4 receptor. AID 624126. CHO-K1 hM4/Gqi5, Fluo-8 calcium fluorescence, ACh EC20; 0% = ACh EC20, 100% = maximal ACh. 360,000 compounds, 0.4% hits. activation, % at 3 µM;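 active = activation above its plate's cutoff, the mean activation of sample wells plus 3 SD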; also: some results filed as inactive read as strong as hits
# Target sequence (P08173 whole entry, looked up): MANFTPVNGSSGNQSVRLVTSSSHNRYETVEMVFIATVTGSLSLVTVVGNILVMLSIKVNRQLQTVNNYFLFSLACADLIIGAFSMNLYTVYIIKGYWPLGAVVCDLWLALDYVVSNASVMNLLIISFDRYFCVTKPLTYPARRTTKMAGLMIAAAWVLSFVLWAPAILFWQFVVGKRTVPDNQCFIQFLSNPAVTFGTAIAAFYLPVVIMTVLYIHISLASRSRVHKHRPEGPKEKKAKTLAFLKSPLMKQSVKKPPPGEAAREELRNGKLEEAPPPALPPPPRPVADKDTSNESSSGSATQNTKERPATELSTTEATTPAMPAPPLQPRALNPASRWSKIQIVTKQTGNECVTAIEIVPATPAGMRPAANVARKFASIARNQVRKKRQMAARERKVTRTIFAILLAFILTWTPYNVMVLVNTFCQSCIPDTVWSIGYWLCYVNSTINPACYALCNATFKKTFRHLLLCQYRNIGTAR
# CHRM5 PAM: positive allosteric modulators of human muscarinic M5 receptor; P08912; activation, % at 3 µM; CHO-K1 hM5, Fluo-8 calcium, ACh EC20 PAM; 0% = ACh EC20, 100% = ACh EC100; 360,000 compounds, 0.3% hits;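 active = activation above the run cutoff, the mean activation of all test compounds plus 3 SD, cut at about 18% in these data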
#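 System: CHO-K1 hM5 cells. Reagent: acetylcholine, EC20 level. Compound dosing: single dose, 3 µM nominal final test concentration. Timing: Post-acetylcholine fluorescence recording 140 s. Detection: Fluo-8 calcium fluorescence. Read-out: % activation, ACh-normalized. Benchmarks: ACh EC20 and EC100 wells. Repeats: singlicate, one well per test compound.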
# CHRM5 agonist: agonists of human muscarinic M5 receptor (CHRM5); P08912; activation, % at 3 µM; 360,000 compounds, 0.19% hits; CHO-K1 hM5 cells, Fluo-8 calcium fluorescence; 0% DMSO wells, 100% maximal acetylcholine response;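 active = activation above the run's mean over test compounds plus 3 SD, cut at about 23% in these data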;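 also: signal is peak over basal fluorescence ratio across the kinetic read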
# TAAR1 antagonist: human TAAR1 antagonism | 360,000 compounds, 1.5% hits | Q96RJ0 | inhibition, % at 3 µM | AID 624466 | CHO RD-HGA16 TAAR1, Fluo-8 calcium fluorescence, antagonist;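 active = inhibition above a per-plate cutoff, the mean inhibition of test compounds on that plate plus 3 SD, cut at about 49% in these data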;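 also: 0% = DMSO plus EC80 beta-PEA response and 100% = DMSO alone without agonist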
#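 Test system: CHO RD-HGA16 cells bearing hTAAR1 | Reagent: β-PEA, EC80 | Compound dosing: 3 µM, single point | Schedule: Dye loading 75 min at 37 °C, then 30 min room temperature | Signal: Calcium fluorescence with Fluo-8 | Evaluation: Percent inhibition of PEA-evoked calcium signal, max/basal emission ratio | Control set: DMSO-only wells and EC80 β-PEA-stimulated wells | Repeats: Singlicate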
# TAAR1 ag: agonists of human TAAR1; Q96RJ0; CHO RD-HGA16 TAAR1, Fluo-8 calcium fluorescence; vehicle wells 0%, saturating PEA agonist 100%; activation, % at 3 µM; 360,000 compounds, 0.99% hits; AID 624467;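 active = activation above the mean activation of all test compounds in the run plus 3 SD, cut at about 38% in these data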
#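 test system = CHO RD-HGA16 cells carrying human TAAR1 plus Gα16 | schedule = 17-24 h seeding, 75 min 37 °C dye, 30 min RT | compound dosing = 3 µM single concentration | control set = DMSO and PEA EC100 | replicates = n 1 | signal = Fluo-8 fluorescence, 5 s baseline then 140 s kinetic read | measure = percent activation vs PEA EC100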
# CRFR2-BP ag: agonists of human CRF-binding protein/CRF-R2 receptor complex; 350,000 compounds, 0.46% hits; HEK293 CRF-R2/CRF-BP, calcium dye fluorescence (FLIPR); percent of saturating CRF peptide response; activation, % at 13.2 µM; AID 588473;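 active = activation of at least 50%, plus an integration ratio under a set limit after plate pattern correction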;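 also: plate controls were neutral control wells without compound for no effect and CRF at EC100 for full effect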
# CRFBP-R2 block: antagonists of CRF-binding protein/CRF-R2 receptor complex | HEK293 CRF-R2/CRF-BP, CRF-induced calcium fluorescence | inhibition, % at 11.8 µM | 350,000 compounds, 0.59% hits | AID 588475;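 active = inhibition of the ligand-induced calcium signal above about 50% at the single tested concentration, limit read from the data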
# The depositor's hits bear a star; . = no result given.
SMILES	CHO-K1 Ca PAM	M5 antag	M4 PAM	CHRM5 PAM	CHRM5 agonist	TAAR1 antagonist	TAAR1 ag	CRFR2-BP ag	CRFBP-R2 block
COc1ccc(/C=C(\NC(=O)c2ccccc2)C(=O)NCCN2CCOCC2)cc1	-9	-1	0	-1	-1	-4	1	0.3	0
CC(=C/c1ccccc1)/C=N/Nc1nc(N2CCCCC2)nc(N2CCCCC2)n1	25	2	5	2	0	-11	1	-0.6	-22
O=C(Nc1cccc(NC(=O)c2ccccc2Cl)c1)c1ccc(F)cc1	-30	3	-14	-19	5	34	9	-0.3	6
COc1ccccc1CN(C)C(=O)c1cccc(S(=O)(=O)N2CCCC2)c1	11	3	-6	-1	-1	3	-3	-0.2	0
CCOC(=O)c1c(C)[nH]c(C)c1C(=O)COC(=O)c1ccc(OC)c(OC)c1	-3	-4	-1	1	2	26	2	-3.7	48
CCN(CC)CCCN1CC(O)=C(c2nc3ccccc3s2)C1=N	10	8	5	-2	-2	5	2	-3.5	11
CC1CC2=C(C(=O)O1)C(C)Nc1ccccc1N2 (stereo unspecified)	9	-4	20	-2	-2	19	0	2.7	28
Cc1ccccc1N1CCN(CC(=O)Nc2nccs2)CC1	10	1	-7	4	2	-2	0	-1.9	4
O=C(NCCCn1ccnc1)NC(C(F)(F)F)C(F)(F)F	-6	-9	18	6	-2	0	5	4.7	-2
CCN(c1ccc(NC(=O)COC(=O)c2cccs2)cc1)C(C)C	6	-2	-9	-3	-6	7	2	-0.5	-17
Cc1ccccc1CNS(=O)(=O)c1c(C)[nH]c(C)c1C(=O)N1CCCCC1	-12	-5	3	0	0	-3	4	0.3	-8
CC(C)(C)c1ccc(CC(=O)N2CCC2(C)C(=O)Nc2cnc3ccccc3c2)cc1 (stereo unspecified)	10	24	-12	-17	5	53*	2	.	.
CCC(=O)N1Cc2cc(C(=O)Nc3nccs3)nc(-c3cccc(-c4ccccc4OC)c3)c2[C@H]1CCO	3	8	-11	-22	6	57*	14	.	.
NC(=S)Nc1ccc(S(=O)(=O)c2ccc(NC(N)=S)cc2)cc1	-1	-5	-1	4	-2	3	0	3.4	9
CC(C)Oc1ccc(CNC(=O)Oc2ccccc2)cc1	-4	9	0	-4	0	6	-1	-0.9	11
O=C(c1cccc(S(=O)(=O)N2CCN(c3ccccc3)CC2)c1)N1CCCCCCC1	6	4	-6	-12	2	-7	2	-0.5	9
CCCc1cc(C(=O)Nc2sc(C)c(CC)c2C#N)no1	14	8	4	-2	-1	-11	2	7.6	-33
Cc1ccccc1NS(=O)(=O)c1ccc2oc(=O)ccc2c1	-4	-2	-6	-5	1	-15	3	-1.6	9
OCC[C@@H]1C[C@H](O)[C@@H](O)[C@@]2(CCCc3ccccc3O2)O1	-9	11	-4	2	2	1	4	0.0	1
Cn1c(=O)c2c(=O)cc(NNC(=O)C(C)(C)C)[nH]c2n(C)c1=O	18	-5	10	2	0	8	6	-2.0	-7
CCOC(=O)c1ccc(S(=O)(=O)N2CCC(C(=O)OCC)CC2)cc1	-3	0	-2	-2	3	1	2	-0.2	28
Cc1ccc(S(=O)(=O)N(CC(=O)Nc2ccc(C(N)=O)cc2)C(=O)N2CCN(C)CC2)cc1	4	-3	-1	1	3	-12	0	0.0	5
CCNC(=O)C1(C)CCCN(C(=O)c2cc(-c3ccccc3)cs2)C1 (stereo unspecified)	13	-5	5	0	2	8	1	.	.
COC(=O)C(C(=O)OC)c1ncc(C(F)(F)F)cc1Cl	9	0	-2	6	2	-20	12	0.8	13
CCOC(=O)C(O)(CC(=O)Nc1cc(F)ccc1C)C(F)(F)F (stereo unspecified)	0	-4	-14	0	1	-11	12	-1.4	-5

# The list goes on.
SMILES	CHO-K1 Ca PAM	M5 antag	M4 PAM	CHRM5 PAM	CHRM5 agonist	TAAR1 antagonist	TAAR1 ag	CRFR2-BP ag	CRFBP-R2 block
CCNC(=S)Nc1cc(Cl)ccc1Oc1ccccc1	23	8	-3	-8	-4	17	3	-2.5	30
CCCn1c(N)c(N(CCOC)C(=O)c2ccc([N+](=O)[O-])c(C)c2)c(=O)[nH]c1=O	-7	9	-7	-1	-3	-17	5	-1.4	14
Cc1cccnc1CNC(=O)C1CCC(=O)N(CCc2cccc(F)c2)C1 (stereo unspecified)	0	2	5	-1	-5	-6	0	-1.6	0
CN1CCN(NC(=O)c2ccc(F)cc2)CC1	23	3	6	5	-3	4	9	-2.6	2
O=C(O)C1CCC(=O)N1Cc1ccc(F)cc1 (stereo unspecified)	11	-12	6	5	2	3	11	-1.6	18
Sc1nnc(-c2ccc(Cl)cc2)n1Cc1ccccc1	9	-2	0	1	-12	-2	16	0.8	5
CCOC(=O)N1CCN(S(=O)(=O)c2cc(OCC(N)=O)c(C)cc2Cl)CC1	13	-2	-6	8	2	1	8	-2.5	12
CC(C)(C)c1ccc(NC(=O)COC(=O)C2CCCC2)cc1	13	13	10	-2	-3	-15	1	-0.8	-3
NN(CCO)C(=S)Nc1ccc(Cl)cc1	3	20	6	0	-2	-17	0	5.8	10
Cc1nnc(N/N=C/c2ccc(-c3ccccc3F)o2)n1N	20	7	2	-4	1	13	5	-0.8	-7
COc1cc(OC)cc(C(=O)NCC(=O)OCc2csc(-c3ccccc3)n2)c1	6	6	14	-4	-5	2	1	-0.5	-24
COc1ccc(NC(=O)C(c2ccc(OC)cc2)N(C)C(=O)c2cnccn2)cc1 (stereo unspecified)	16	2	-4	6	-7	22	11	1.4	-1
Cc1c(C(c2cc3c(cc2Br)OCO3)c2c(C)n(C)n(-c3ccccc3)c2=O)c(=O)n(-c2ccccc2)n1C	7	-5	-28	0	-3	10	5	-3.2	12
CCOc1ccc(-c2cccc(NS(=O)(=O)c3cc([N+](=O)[O-])ccc3C)c2)nn1	-7	-5	0	-5	0	-14	-1	0.5	-15
c1ccc(CSc2nnc(-c3ccco3)o2)cc1	14	6	1	-2	0	1	-2	0.4	-5
COc1cc(NC(=O)c2cccc(S(=O)(=O)N3CCCCC3)c2)cc(OC)c1OC	0	-5	3	-13	3	-6	3	-0.1	-45
Cn1c(=NC(=O)CS(=O)(=O)c2ccccc2)sc2ccccc21	2	9	3	-5	-7	1	1	0.3	-15
CC1(c2ccc(Cl)cc2Cl)NC(=O)N(CC(=O)Nc2cccnc2Cl)C1=O (stereo unspecified)	9	7	-4	-5	3	-5	2	0.0	0
CCNC(=S)N1CCN(S(=O)(=O)/C=C/c2ccccc2)CC1	20	-18	9	5	1	-4	2	1.7	1
O=C(CSc1nnc(-c2ccco2)o1)NC1CCCCC1	23	-5	7	7	-3	7	12	-2.7	19
COC(=O)c1nc(NC2=NCCCCC2)n[nH]1	-7	-3	-4	-1	-2	-2	3	-0.5	10
CC(=O)Nc1cncc(-c2ccccc2F)n1	7	-4	-4	0	0	-1	3	.	.
COCCOC(=O)N1CCCCC1c1cc(C(=O)NCc2ccc(Cl)c(Cl)c2)no1 (stereo unspecified)	9	1	-5	-5	-2	-6	2	.	.
COc1cc(NC(N)=S)c(OC)cc1Cl	9	6	-8	0	-3	14	1	-0.9	-8
Cc1cc(C)cc(Oc2ccccc2/C=N\O)c1	-3	9	12	-6	-7	-1	4	0.3	12

# More entries follow:
SMILES	CHO-K1 Ca PAM	M5 antag	M4 PAM	CHRM5 PAM	CHRM5 agonist	TAAR1 antagonist	TAAR1 ag	CRFR2-BP ag	CRFBP-R2 block
COc1ccc(-c2nnc(SCC(=O)c3ccc(O)cc3O)o2)cc1	7	-6	10	3	-1	0	0	2.5	-2
CCN(CC)CCCNC(=O)c1ccc(Cl)c(S(=O)(=O)Nc2ccccc2OC)c1	19	-3	0	4	-4	1	2	2.6	-29
C=CCN1C(=NC(=O)CCCC(=O)O)SC2CS(=O)(=O)CC21 (stereo unspecified)	-7	-3	13	2	-6	-9	16	-1.0	19
CC(=O)NS(=O)(=O)c1ccc(NC(=O)c2ccc(S(=O)(=O)N3CCCC3)cc2)cc1	4	8	1	-2	4	-15	8	-0.4	2
O=C(Cn1cc(C(=O)c2ccco2)c2ccccc21)NC1CCCC1	17	0	3	2	1	-20	1	0.8	4
Nc1nc(NCCCN2CCOCC2)nc(Nc2ccc(Cl)cc2)c1[N+](=O)[O-]	11	8	0	0	6	-17	9	-1.1	-26
COCCCn1cnnc1SC(C)C(=O)Nc1ccc(S(=O)(=O)N2CCOCC2)cc1 (stereo unspecified)	3	3	14	-4	-1	-1	4	-0.3	2
O=C(Nc1ccccc1F)c1ccc(-n2cncn2)nc1	2	-1	12	2	2	1	2	1.1	21
C/C(=N\NC(N)=S)c1cccnc1	-6	6	1	1	1	-15	4	-0.8	-2
O=C(O)c1cc2c(cc1NC(=O)c1ccccc1OC(F)F)OCCCO2	-6	10	-3	-1	-1	-3	4	-0.8	-1
O=C(Nc1ccc(Oc2ccccc2)cc1)C1CCN(c2ncccn2)CC1	12	0	4	-1	-2	0	0	-1.2	14
O=[N+]([O-])c1ccc(C=NN=Cc2ccc([N+](=O)[O-])cc2)cc1	-10	9	2	-4	4	-3	0	-3.9	-4
Cc1cccc(N=C2CCCC2C(=O)Nc2cccc(C)c2C)c1C (stereo unspecified)	4	6	-1	4	0	7	1	-0.7	-7
O=C(CSc1ccccn1)Nc1ccc2[nH]c(=O)[nH]c2c1	12	1	5	0	0	-5	5	-0.7	0
CC1=C(Sc2ccccn2)C(=O)NC(C)(C)C1	-6	2	-3	-3	1	-4	2	0.0	-11
CCCCn1c(N)c(N(CC(C)C)C(=O)COc2cc(C)ccc2Cl)c(=O)[nH]c1=O	-11	4	2	-3	3	15	0	0.1	-13
COc1ccc(NC(=O)[C@@H](NC(N)=O)C(C)C)cc1Cl	19	11	-11	1	-2	12	0	0.3	-5
Cc1cccc(CS(=O)(=O)c2ncc(Cl)c(C(=O)NCc3ccccc3)n2)c1	-3	12	-14	-1	-6	-3	-1	-0.1	40
CC12CC(NC(=O)N1CCc1ccccc1)c1cc(Cl)ccc1O2 (stereo unspecified)	-6	0	0	2	-1	14	12	-0.9	-6
CCNc1nc(-c2cc(C)n(Cc3ccco3)c2C)cs1	-16	5	-6	3	2	1	4	2.2	2
CC(=O)NC12CC3CC(C1)CC(C(=O)N1CCN(S(=O)(=O)c4ccccc4[N+](=O)[O-])CC1)(C3)C2	-7	11	10	2	0	-8	14	-0.5	1
